# GPR151 ag – activators of human GPR151, primary screen, cell-based, PathHunter beta-arrestin, luminescence. activation, % at 11.2 µM. G-protein coupled receptor 151 (Homo sapiens), Q8TDV0. AID 1508602, 2020. 650,000 compounds, 1% hits. PathHunter beta-arrestin GPR151 cells; in the data active means activation above about 4.9%;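 further: 0% = median of compound wells and 100% = cells with positive control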
# Target sequence (Q8TDV0 whole entry, looked up): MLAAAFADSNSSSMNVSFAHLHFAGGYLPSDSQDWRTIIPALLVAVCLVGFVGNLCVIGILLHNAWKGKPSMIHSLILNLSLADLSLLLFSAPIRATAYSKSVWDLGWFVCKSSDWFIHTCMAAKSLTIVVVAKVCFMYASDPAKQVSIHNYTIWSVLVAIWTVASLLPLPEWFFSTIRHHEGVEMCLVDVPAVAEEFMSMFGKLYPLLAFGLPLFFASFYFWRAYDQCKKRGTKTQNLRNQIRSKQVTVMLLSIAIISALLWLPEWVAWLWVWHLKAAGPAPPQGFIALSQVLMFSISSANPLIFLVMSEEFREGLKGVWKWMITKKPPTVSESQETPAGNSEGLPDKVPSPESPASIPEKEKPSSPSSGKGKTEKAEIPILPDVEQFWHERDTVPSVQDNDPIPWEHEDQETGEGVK
# TEAD-YAP inh – TEAD-YAP interaction inhibition, primary screen, TEAD-YAP interaction inhibitor project, luminescence, HEK-TIYL cells; AID 1259422, 2018; TEAD-Gal4/YAP UAS-luciferase luminescence; 640,000 compounds, 1.4% hits; inhibition, % at 9.12 µM; in the data active means inhibition above about 32%;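 further: 0% = median of test compound wells and 100% = reference inhibitor wells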
# MITF primary – MITF inhibitors, primary screen, biochemical, AlphaScreen, human; 650,000 compounds, 0.91% hits; AlphaScreen MITF homodimerization, bead proximity signal; Microphthalmia-associated transcription factor (Homo sapiens), O75030; inhibition, % at 2.6 µM; in the data active means inhibition above about 50%;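 further: 0% = vehicle wells with protein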
# FBW7 act – FBW7 E3 ligase activators, primary screen, biochemical, AlphaScreen, human | AlphaScreen FBW7–phospho-cyclin E peptide binding, activator screen | 650,000 compounds, 0.13% hits | normalized activity (activation), % at 26.1 µM | AID 1259310, 2017; in the data active means normalized activity above about 1.9%;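 further: purified mutant Fbw7 with reduced substrate affinity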
# Target sequence (Q969H0 whole entry, looked up): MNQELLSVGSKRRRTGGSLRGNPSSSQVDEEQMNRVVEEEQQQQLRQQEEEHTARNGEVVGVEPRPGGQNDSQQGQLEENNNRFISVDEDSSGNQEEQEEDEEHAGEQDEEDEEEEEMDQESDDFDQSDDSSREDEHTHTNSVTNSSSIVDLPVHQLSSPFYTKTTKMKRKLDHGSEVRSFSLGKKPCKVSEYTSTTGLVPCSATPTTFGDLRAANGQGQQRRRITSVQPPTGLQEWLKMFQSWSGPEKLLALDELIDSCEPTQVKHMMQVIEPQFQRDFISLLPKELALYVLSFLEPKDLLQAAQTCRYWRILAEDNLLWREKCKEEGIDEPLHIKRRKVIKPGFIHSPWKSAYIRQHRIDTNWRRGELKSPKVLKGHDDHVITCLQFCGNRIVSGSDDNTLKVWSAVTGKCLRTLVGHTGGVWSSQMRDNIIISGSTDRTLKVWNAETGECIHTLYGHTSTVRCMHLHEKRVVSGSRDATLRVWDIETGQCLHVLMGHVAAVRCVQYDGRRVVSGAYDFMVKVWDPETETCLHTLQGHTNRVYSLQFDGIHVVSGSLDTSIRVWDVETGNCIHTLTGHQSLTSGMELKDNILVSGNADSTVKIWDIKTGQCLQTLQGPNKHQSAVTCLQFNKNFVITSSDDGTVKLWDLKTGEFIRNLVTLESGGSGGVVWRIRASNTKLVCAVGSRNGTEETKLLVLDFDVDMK
# An asterisk follows results filed as active.
smiles,GPR151 ag,TEAD-YAP inh,MITF primary,FBW7 act
CCCn1cnc2cc(NCc3ccncc3)ccc21,0.0,-7,-1,-0.4
COc1cccc(-n2c(SCC(=O)NCCc3ccc(S(N)(=O)=O)cc3)nc3n[nH]c(C)c3c2=N)c1,0.7,4,23,0.5
Cn1ccc(C(=O)NNC(=O)CCC(=O)O)n1,2.4,0,8,0.0
CCOC(=O)c1ccc(NC(=O)c2cc(OC)c(OC)c(OC)c2)cc1,1.7,13,8,0.1
OC(CNC1CCCC1)COc1ccccc1Br (stereo unspecified),-0.1,-3,6,0.1
CCN(CC)C(=O)C1CCCN(c2nc(NCc3cccc(C(F)(F)F)c3)c3ncn(CCN4CCCC4=O)c3n2)C1 (stereo unspecified),-2.6,-3,16,0.2
O=C(/C=C/c1cccc([N+](=O)[O-])c1)NCCSCc1ccco1,1.2,-9,-1,-0.1
COc1ccc(C2NC(=O)NC(C)=C2C(=O)Nc2ccc(Br)cc2)cc1 (stereo unspecified),-0.8,47*,5,0.6
COc1ccc2c(CNCCc3ccco3)c(C(=O)O)n(Cc3ccc(F)cc3)c2c1,-0.4,-4,-3,-0.1
CC(CCCC(C)(C)O)NC1CCc2ccccc2C1 (stereo unspecified),0.6,3,1,-0.1

# Continuation.
smiles,GPR151 ag,TEAD-YAP inh,MITF primary,FBW7 act
COC(=O)C12CC3CC(CC(NC(=O)c4cc(-c5ccccc5)on4)(C3)C1)C2,0.2,0,-9,0.2
O=c1cc(N2CCCCC2)nc2n1CCCS2,-4.0,-11,11,0.4
CCOc1cc(/C=C2/C(=N)N3N=C(CC)SC3=NC2=O)ccc1OCCSc1cccc2ccccc12,-0.8,6,-7,-0.1
O=C(CN1CSCC1=O)OCc1cccc2ccccc12,-0.4,-9,3,0.3
Cc1ccc(NC(=O)CN2C(=O)CSCC2=O)cc1Cl,1.4,3,14,1.1
O=C(NCCCn1ccnc1)c1cc2nc3c(c(C(F)(F)F)n2n1)CCc1ccccc1-3,0.1,-4,19,1.1
COc1ccc(C2C(C(=O)OCCc3ccccc3)=C(C)NC3=C2C(=O)CC(C)(C)C3)cc1OC (stereo unspecified),-0.6,4,3,0.1
COCCCN1C(=O)c2cccc3c(C(=O)c4ccccc4)ccc(c23)C1=O,1.2,3,64*,0.5
CCC(C)OC(=O)C1=C(C)NC2=C(C(=O)CCC2)C1c1ccc(OC)c(OCc2ccccc2)c1 (stereo unspecified),0.5,3,-3,0.6
COc1cccc(N2C(=O)CC(N3CCN(c4ccccc4Cl)CC3)C2=O)c1 (stereo unspecified),-1.0,4,15,0.7

# (listing goes on)
smiles,GPR151 ag,TEAD-YAP inh,MITF primary,FBW7 act
Fc1ccc(-c2nnn(Cc3c(F)cccc3Cl)n2)cc1,-0.5,-26,9,0.1
COC(=O)Cc1[nH]nc2c1C(c1ccc(F)c(Oc3ccccc3)c1)C(C#N)=C(N)O2 (stereo unspecified),-0.7,-3,16,0.3
CN(C)c1ccc(/C=[N+](\[O-])c2ccccc2)cc1,0.1,-48,4,0.0
COC(=O)c1[nH]c(=O)c2ccccc2c1OCc1ccccc1,0.9,-3,0,-0.1
CC1CCCCC1NC(=O)Cn1ccc2ccccc21 (stereo unspecified),-0.9,4,26,0.0
CC(C)C(OC(=O)c1cccs1)C(=O)NCc1ccc(F)cc1 (stereo unspecified),0.0,0,-7,0.4
O=C(N/N=C/c1ccc[nH]1)c1cccc([N+](=O)[O-])c1,-0.3,7,21,0.3
COc1ccc(S(=O)(=O)N(CC(=O)Nc2ccccc2F)c2ccc(C)cc2)cc1,0.3,3,2,0.1
CCOCCOC(=O)C1=C(C)NC2=C(C(=O)CCC2)C1c1cccc(Oc2ccccc2)c1 (stereo unspecified),-0.7,2,18,0.3
CCOC(=O)C1=C(C)N=c2s/c(=C/c3ccc(-c4cccc(C(F)(F)F)c4)o3)c(=O)n2C1c1ccc(OC)cc1 (stereo unspecified),0.8,-1,-3,-0.1

# In a second layout: 2 of the compounds above
SMILES: CCOC(=O)C1=C(C)N=c2s/c(=C/c3ccc(-c4cccc(C(F)(F)F)c4)o3)c(=O)n2C1c1ccc(OC)cc1 (stereo unspecified)
  GPR151 ag: 0.8
  TEAD-YAP inh: -1
  MITF primary: -3
  FBW7 act: -0.1

SMILES: Fc1ccc(-c2nnn(Cc3c(F)cccc3Cl)n2)cc1
  GPR151 ag: -0.5
  TEAD-YAP inh: -26
  MITF primary: 9
  FBW7 act: 0.1

# More records.
smiles,GPR151 ag,TEAD-YAP inh,MITF primary,FBW7 act
COc1ccc(C(CNC(=O)c2ccc(N)c([N+](=O)[O-])c2)N2CCCCC2)cc1 (stereo unspecified),-0.6,-3,-7,0.1
CC(=O)c1ccc(O)c(CSC2=NCCS2)c1,-0.6,0,14,0.0
Cc1ccc2c(c1)N(Cc1ccccc1)C(C)(C)c1ssc(=Nc3cccc(Cl)c3)c1-2,3.6,4,12,-0.1
CC1CCCC(NC(=O)C2N(Cc3ccccc3F)C(=O)C3C(C(=O)Nc4ccc(Cl)cc4)C4C=CC32O4)C1C (stereo unspecified),-0.7,5,6,0.1
COc1ccc(CCNC(=O)c2cccc3c4c([nH]c23)CCCC4)cc1,3.5,-13,9,0.0
CCOC(=O)c1[nH]c(C)c(CN(C(=O)c2ccccc2)c2ccc(F)cc2)c1C,0.6,9,6,0.6
CC1=NN(C(=O)c2cccnc2)C(O)(C(F)(F)C(F)(F)F)C1 (stereo unspecified),1.8,5,10,0.0
Cn1c2ccccc2c2cc(CC(N)=O)ccc21,0.1,-21,-5,-0.2
COc1ccc(CN2CCN(Cc3cccc(OC)c3OC)CC2)cc1,-0.8,-6,75*,-0.2
CCc1ccccc1NC(=S)N(CCCN1CCN(C)CC1)Cc1ccco1,1.3,0,4,0.1

# Quoted at random: 2 compounds from above
smiles,GPR151 ag,TEAD-YAP inh,MITF primary,FBW7 act
O=C(/C=C/c1cccc([N+](=O)[O-])c1)NCCSCc1ccco1,1.2,-9,-1,-0.1
COCCCN1C(=O)c2cccc3c(C(=O)c4ccccc4)ccc(c23)C1=O,1.2,3,64*,0.5

# Carrying on:
# Second line of a record: GPR151 ag | TEAD-YAP inh | MITF primary | FBW7 act
Cc1[nH]nc2c1C(c1ccccc1I)C(C#N)=C(N)O2 (stereo unspecified)
 : 0.0 | 1 | 7 | 0.0
CN(C)S(=O)(=O)c1ccc(C(=O)Nc2c3c(nn2-c2ccc(F)cc2)CS(=O)(=O)C3)cc1
 : 0.4 | 4 | -7 | 0.1
COc1ccc(CC(=O)N2CCC3(CC2)OCc2cc(Br)ccc2O3)cc1
 : -0.7 | 8 | -3 | 0.1
CCOC(=O)C1CCCCN1Cc1ccccc1C(F)(F)F (stereo unspecified)
 : -0.1 | -9 | 53* | 0.0
O=[N+]([O-])c1cccc(N(CC2CO2)S(=O)(=O)c2ccccc2)c1 (stereo unspecified)
 : 0.2 | -3 | 51* | -0.1
N#CCSc1nc2ccccc2c(=O)n1CCCC(=O)NCc1cccc(Cl)c1
 : -1.4 | -11 | 1 | -0.1
OCCCc1nc2ccccc2n1Cc1ccc2ccccc2c1
 : 0.9 | -8 | -9 | -0.1
Cc1ccc2c(c1)sc(=NC(=O)c1c(F)cccc1F)n2C
 : 0.4 | -18 | -1 | 0.0
O=C(COc1cc(Cl)c(Cl)cc1Cl)NCCN1CCOCC1
 : 3.1 | -8 | -1 | -0.1
COc1cc(/C=C/C(=O)N2CCN(c3ccc([N+](=O)[O-])cc3)CC2)cc(OC)c1OC
 : -1.0 | 8 | -6 | -0.2
Cc1cc(O)c(C2=Nc3ccccc3SC(c3ccccc3)C2)c(=O)o1 (stereo unspecified)
 : -0.2 | 2 | -5 | 0.0
CC1=C(C(=O)Nc2ccccc2C)C(c2ccccc2)C(C#N)=C(SCC(=O)Nc2ccc(C)c(Cl)c2)N1 (stereo unspecified)
 : -0.9 | 10 | 5 | 0.0
O=C(Nc1ccccc1)Nc1ccc2c(c1)CCCN2S(=O)(=O)c1ccccc1
 : -0.5 | -4 | 0 | -0.2
CC(NC(=O)CCc1nnc(-c2ccccc2)o1)c1ccccc1 (stereo unspecified)
 : 0.2 | -24 | 3 | 0.1
COc1ccc(S(=O)(=O)n2nc(C)c(S(=O)(=O)N3CCCC3)c2C)cc1C
 : -1.0 | -12 | -7 | -0.1
CC1(C)Cc2c(sc(NC(=S)NC(=O)c3ccccc3)c2C#N)CO1
 : 0.8 | -8 | -5 | -0.1
CCOC(=O)CSc1nc2cc(S(=O)(=O)Nc3ccccc3OC)ccc2o1
 : 0.8 | 3 | 11 | 0.5
CC(C)(O)C#Cc1ccc(C(=O)NCCC(=O)O)s1
 : 0.2 | -6 | 1 | -0.1
OCCC1CN(Cc2ccc3nonc3c2)CCN1Cc1ccsc1 (stereo unspecified)
 : 0.9 | -3 | -4 | 0.0
Cc1[nH]c2ccccc2c1C(=O)COC(=O)c1ccccc1NCCO
 : -1.2 | -6 | 2 | -0.1
Cc1nn(C)c(C)c1CN(Cc1nc(-c2ccccn2)no1)C(C)C
 : 2.3 | 1 | 7 | -0.1
O=C(COc1ccc(Br)cc1)NC1CCS(=O)(=O)C1 (stereo unspecified)
 : 0.8 | 11 | 12 | 0.0
C=CCn1c(SCC(=O)NNC(=O)c2cccs2)nnc1-c1cccnc1
 : 0.1 | -5 | 14 | 0.2
CC(=O)Nc1ccc(S(=O)(=O)NCC(=O)OCC(=O)c2c[nH]c3ccccc23)cc1
 : 0.5 | 2 | 12 | 0.0
NC(=O)c1ccccc1NC(=O)COc1cc(Cl)c(Cl)cc1Cl
 : 2.1 | 1 | 9 | -0.1
O=C(Nc1ncc(C(F)(F)F)cc1Cl)c1cc([N+](=O)[O-])cc([N+](=O)[O-])c1
 : 0.2 | 11 | -43 | 0.9
Cc1ccc(NC(=O)CSc2nncc(=O)n2N)cc1
 : 0.1 | 19 | -6 | -0.7
COCC1CCCN(C(=O)Nc2cc(OC)c(OC)c(OC)c2)C1 (stereo unspecified)
 : 0.4 | 8 | 9 | -0.1
O=C(Nc1ccc2c(c1)C(=O)NC2=O)c1ccc([N+](=O)[O-])o1
 : -1.5 | 13 | 10 | -0.1
COc1cc(C)nc(N2CCC(C(=O)NCC3CCCO3)CC2)n1 (stereo unspecified)
 : 0.5 | -7 | -16 | 0.0

# Further structures:
# Second line of a record: GPR151 ag | TEAD-YAP inh | MITF primary | FBW7 act
COc1ccccc1C(=O)NCCNc1nc2cc3c(cc2cc1C#N)OCO3
 : -0.5 | 5 | 10 | 0.3
Cc1ccc2cc3c(N)c(C(=O)Nc4nc(C)cs4)sc3nc2c1
 : -1.5 | -26 | -4 | -0.1
COc1cc2c(cc1OC)C(COc1ccc([N+](=O)[O-])cc1)N(C(=O)C(C)(C)C)CC2 (stereo unspecified)
 : -1.8 | -10 | 4 | 0.0
Cc1nc(SCC(=O)Nc2ccc([N+](=O)[O-])cc2C#N)nc(C)c1C
 : -0.2 | -15 | 14 | 0.0
CN1C(=O)CCC12CCN(Cc1ccc(F)cc1Cl)CC2
 : -0.1 | 1 | -4 | -0.1
Fc1ccccc1OCCCCn1ccnc1
 : 0.7 | 8 | -3 | -0.2
CCC(C)(C)n1nnnc1C(c1ccccn1)N1CCCCC1 (stereo unspecified)
 : -0.1 | -2 | 0 | 0.1
COc1cccc(/C=N/NC(=O)C2CCN(S(=O)(=O)c3ccc(C)cc3)CC2)c1O
 : -1.6 | 8 | 35 | 0.0
CCOc1cccc(C(=O)Nc2ccc3nn(-c4ccc(C)c(C)c4)nc3c2)c1
 : 0.6 | -14 | 8 | 0.0
CC(Nc1ccc(Br)cc1)C(=O)N/N=C/c1ccco1 (stereo unspecified)
 : -0.6 | -1 | -16 | 0.0
CCCOC(=O)COc1ccc2c(oc(=O)c3ccccc32)c1C
 : 0.1 | 0 | 7 | 0.0
COc1ccc(C(=O)NN2CCOCC2)cc1OC
 : -0.3 | -10 | -2 | 0.3
Cc1nonc1N(Cc1ccc(Cl)cc1Cl)S(=O)(=O)c1ccccc1
 : 1.1 | -2 | -15 | 0.1
Cc1cc(NC(=O)CS(=O)(=O)c2cn(Cc3ccc(Cl)cc3)c3ccccc23)no1
 : 0.0 | 19 | 13 | 0.3
COc1ccc(C(=O)NCCN2Cc3ccccc3OC(c3ccsc3)C2)c(OC)n1 (stereo unspecified)
 : 2.7 | 10 | 4 | -0.2
COc1ccc(C(=O)Nc2ccc3c(c2)S(=O)(=O)c2cc(NC(=O)c4ccc(OC)c(OC)c4OC)ccc2C3)c(OC)c1OC
 : 0.5 | 3 | -14 | 0.1
CCOC(=O)C1=C(CC)Nc2ccccc2N/C1=N\S(=O)(=O)c1ccccc1F
 : 0.4 | 0 | 5 | -0.1
Cc1cc(C)c(S(=O)(=O)NCC2CCCO2)c(C)c1 (stereo unspecified)
 : -0.6 | 14 | 25 | 1.0
Brc1ccc(OCc2ccccc2)c(/C=N/n2cnnc2)c1
 : -1.3 | -22 | 8 | 0.3
O=C(Cn1nnc(-c2ccccc2NC(=O)C2CC2)n1)Nc1ccccc1
 : -0.4 | 3 | -2 | -0.2
COc1ccc(Cl)c2sc(N3CCN(C(=O)c4cc(C)oc4C)CC3)nc12
 : 0.8 | -9 | 3 | -0.1
COc1ccc2c(c1OC)C(=O)OC2CC(=O)c1ccc(Cl)cc1 (stereo unspecified)
 : 0.2 | 3 | 4 | 0.2
Cc1ccccc1NC(=O)C(C)N(c1ccccc1)S(C)(=O)=O (stereo unspecified)
 : -0.1 | -9 | -4 | -0.1
O=C(Nc1cccc(C(=O)Nc2cccc(Cl)c2)c1)NC1(c2ccccc2)CC1
 : 1.1 | -2 | 11 | 0.1

# Screening results: PubChem, The Scripps Research Institute Molecular Screening Center

# Outcome played no part in choosing rows, and some 3.4% of all compounds hit somewhere here.
